YAP1 CTGF inhibition: reduction of CTGF mRNA in DLD1 cells – DLD1 colon cancer cells, RT-qPCR, single point, primary screen (AID 743449) | 9,900 tested, 0.9% active | inhibition, % at 12.5 µM | DLD1 CTGF mRNA qPCR, 24 h; stronger effect = higher value;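 active = mean normalized replicate activity at least 50 and at least half of replicates each reaching 50; inconclusive = only one of the two criteria met; inactive = neither criterion met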;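 also: 0% = neutral control wells and 100% = dasatinib control wells; higher means stronger suppression of CTGF expression like dasatinib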
Pax4 mRNA alpha TC1: activators of Pax4 gene expression, primary screen, RT-PCR, mouse alpha TC1 cells, single point (AID 1053180). mouse alpha TC1 cells, Pax4 mRNA qPCR, 6 days; stronger effect = higher value; 100% = Pax4 plasmid added at qPCR. 9,600 tested, 0.2% active. activation, % at 10 µM;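 active = highest normalized replicate activity of 15 or more, or at least half the replicates reach 15 or more; inactive = neither condition met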;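 also: pax4 Ct normalized to GAPDH with activation seen as lower delta delta Ct; plate controls were plate neutral control wells for no effect and Pax4 plasmid positive control for full effect; each compound tested in two replicate wells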
* = called active by the depositor; ? = inconclusive; . = no result given; & = joins results of further samples. An excerpt; count on the stated rates, not on these rows.

The first 7 compounds (preview)
SMILES	YAP1 CTGF inhibition	Pax4 mRNA alpha TC1
CCCC(=O)Nc1ccc2c(c1)C(=O)N(C)C[C@@H](OC)[C@@H](C)CN(C(=O)c1ccccn1)[C@H](C)CO2	-41	0.0
CCCC(=O)Nc1ccc2c(c1)OC[C@H](C)N(CC1CCOCC1)C[C@H](C)[C@H](OC)CN(C)C2=O	-21	0.0
COc1cccc(S(=O)(=O)Nc2ccc3c(c2)C(=O)N(C)[C@H]2CC[C@H](CC(=O)NCC4CCCCC4)O[C@H]2CO3)c1	-20	0.0
COc1cccc(C(=O)N2C[C@@H]3[C@H](c4ccccc42)[C@@H](CO)N3C(=O)c2cccc(F)c2)c1	-5	0.0
O=C(C[C@H]1C=C[C@H](NC(=O)C2CCC2)[C@H](CO)O1)NC1CCCCC1	-14	0.0
CN1C[C@H](O)COC[C@H]2O[C@H](CC(=O)NC3CCCC3)CC[C@@H]21	-9	0.0
COc1cccc(-c2ccc(C3[C@@H]4CN(C(=O)C5CCCCC5)C[C@H]3N4)cc2)c1 (stereo partly drawn)	10&-44	0.0&0.0

The listing, previewed entries included:
SMILES	YAP1 CTGF inhibition	Pax4 mRNA alpha TC1
CCCC(=O)Nc1ccc2c(c1)C(=O)N(C)C[C@@H](OC)[C@@H](C)CN(C(=O)c1ccccn1)[C@H](C)CO2	-41	0.0
CCCC(=O)Nc1ccc2c(c1)OC[C@H](C)N(CC1CCOCC1)C[C@H](C)[C@H](OC)CN(C)C2=O	-21	0.0
COc1cccc(S(=O)(=O)Nc2ccc3c(c2)C(=O)N(C)[C@H]2CC[C@H](CC(=O)NCC4CCCCC4)O[C@H]2CO3)c1	-20	0.0
COc1cccc(C(=O)N2C[C@@H]3[C@H](c4ccccc42)[C@@H](CO)N3C(=O)c2cccc(F)c2)c1	-5	0.0
O=C(C[C@H]1C=C[C@H](NC(=O)C2CCC2)[C@H](CO)O1)NC1CCCCC1	-14	0.0
CN1C[C@H](O)COC[C@H]2O[C@H](CC(=O)NC3CCCC3)CC[C@@H]21	-9	0.0
COc1cccc(-c2ccc(C3[C@@H]4CN(C(=O)C5CCCCC5)C[C@H]3N4)cc2)c1 (stereo partly drawn)	10&-44	0.0&0.0
Cn1cnc(S(=O)(=O)N2CC[C@@H]3[C@H]2c2cc(C4=CCCCC4)ccc2N[C@@H]3CO)c1	-19	0.0
COc1cccc(S(=O)(=O)Nc2ccc3c(c2)C(=O)N(C)[C@@H]2CC[C@H](CC(=O)NCC4CCCCC4)O[C@@H]2CO3)c1	-18	0.0
O=C(C[C@H]1CC[C@H]2[C@@H](COC[C@@H](O)CN2C(=O)c2ccc3c(c2)OCO3)O1)NC1CCC1	11	0.0
COc1ccc2c3c([nH]c2c1)[C@H](CO)N(C(=O)Nc1cccc(F)c1)CC31CCN(S(=O)(=O)c2cccc(C)c2)CC1	-119	2.1
COc1cccc(S(=O)(=O)Nc2ccc3c(c2)C(=O)N(C)[C@@H]2CC[C@H](CC(=O)NCC4CCCCC4)O[C@H]2CO3)c1	-18	0.0

Exported with bars between the fields: 2 of the compounds above.
molecule | YAP1 CTGF inhibition | Pax4 mRNA alpha TC1
Cn1cnc(S(=O)(=O)N2CC[C@@H]3[C@H]2c2cc(C4=CCCCC4)ccc2N[C@@H]3CO)c1 | -19 | 0.0
COc1cccc(S(=O)(=O)Nc2ccc3c(c2)C(=O)N(C)[C@@H]2CC[C@H](CC(=O)NCC4CCCCC4)O[C@@H]2CO3)c1 | -18 | 0.0

Carrying on:
SMILES	YAP1 CTGF inhibition	Pax4 mRNA alpha TC1
CC(C)NC(=O)N(C)C[C@@H]1Oc2c(NS(=O)(=O)c3cccs3)cccc2C(=O)N([C@@H](C)CO)C[C@H]1C	-17	0.0
CN(C)C(=O)c1cccc(-c2ccc([C@@H]3[C@H](CO)N4CCCCN(CC5CCOCC5)C[C@@H]34)cc2)c1	-14	0.0
C[C@@H]1CN([C@H](C)CO)C(=O)CCCn2cc(nn2)CO[C@H]1CN(C)Cc1ccccc1	-28	0.0
CCC(=O)N1CC(=O)N2[C@H](CO)[C@@H](c3ccc(-c4ccc(C#N)cc4)cc3)[C@H]2C1	8	0.0
CCC(=O)N1[C@H](CO)[C@@H](c2ccccc2)C12CN(C(=O)c1ccncc1)C2	-4	.
N#Cc1cccc(-c2ccc3c(c2)[C@H]2[C@H](CCN2S(=O)(=O)c2ccc(F)cc2)[C@H](CO)N3)c1	20	0.0
O=C(CN1CCOCC1)N1CC[C@@H]2[C@H]1c1cc(-c3ccccc3F)ccc1N[C@@H]2CO	22	0.0
Cc1cccc(S(=O)(=O)N[C@@H]2CC[C@@H](CCNC(=O)Nc3cc(F)ccc3F)O[C@H]2CO)c1	-12	0.0
CCCNC(=O)C[C@H]1CC[C@H]2[C@@H](COC[C@H](O)CN2Cc2ccncc2)O1	5	0.0
Cc1ccccc1S(=O)(=O)N1CCCCN2[C@H](CO)[C@H](c3ccc(C#CCN(C)C)cc3)[C@H]2C1	2	0.0
Cc1noc(C)c1S(=O)(=O)N(C)C[C@@H]1OCc2ccccc2-c2c(n(C)c3ccccc23)C(=O)N([C@H](C)CO)C[C@@H]1C	11	0.1
COc1cc(CN2CC3(CN(S(=O)(=O)c4cccc(F)c4)C3)c3c([nH]c4cc(OC)ccc34)[C@@H]2CO)cc(OC)c1	-15	0.0
COc1ccc(C#Cc2ccc3c(c2)[C@@H]2[C@@H](CCN2S(=O)(=O)c2ccccc2C)[C@@H](CO)N3C)cc1	23	0.0
O=C(C[C@@H]1C[C@H]2c3cc(NS(=O)(=O)c4ccccc4)ccc3O[C@H]2[C@@H](CO)O1)N1CCOCC1	-30	0.0
COCC(=O)N1CCC2(CC1)CN[C@H](CO)c1c2c2ccc(OC)cc2n1C	33	0.0
COc1ccc2c3c([nH]c2c1)[C@@H](CO)N(Cc1ccc(F)cc1)CC31CN(C)C1	0	0.0
CO[C@H]1CN(C)C(=O)c2cc(NC(=O)C3CCOCC3)ccc2OC[C@H](C)NC[C@@H]1C	-11	0.0
C[C@H]1CN([C@@H](C)CO)C(=O)c2cc(C#Cc3ccccc3)cnc2O[C@H]1CN(C)C(=O)c1ccccc1	65*	0.1
CC(=O)N1[C@H](CN(CC2CCC2)C(=O)CN(C)C)[C@@H](c2ccccc2)[C@@H]1CO	-13	0.0
CCCN1C[C@@H](C)[C@@H](OC)CN(C)C(=O)c2cc(NC(=O)C3CCC3)ccc2OC[C@@H]1C	-15	0.0
CO[C@@H]1CN(C)C(=O)c2cc(NC(=O)c3cnccn3)ccc2OC[C@H](C)NC[C@H]1C	-6	0.0
C[C@@H](NC(=O)C[C@@H]1C=C[C@H](NS(=O)(=O)c2cccc(F)c2)[C@H](CO)O1)c1ccccc1	3	0.0
COc1cccc(S(=O)(=O)N[C@@H]2CC[C@@H](CC(=O)NC3Cc4ccccc4C3)O[C@H]2CO)c1	-13	0.0
Cc1noc(C)c1NC(=O)N(C)C[C@H]1OCCCC[C@@H](C)Oc2ccc(NC(=O)Nc3ccc(C(F)(F)F)cc3)cc2C(=O)N([C@@H](C)CO)C[C@H]1C	4	0.0
O=C(C[C@H]1CC[C@H]2[C@@H](COC[C@@H](O)CN2CC2CCOCC2)O1)NCc1ccc(Cl)cc1	-5	0.0
COc1ccc(S(=O)(=O)Nc2ccc3c(c2)CC(=O)N([C@H](C)CO)C[C@@H](C)[C@@H](CN(C)C(=O)Nc2c(C)noc2C)O3)cc1	-75	0.0
COc1ccc2c3c(n(C)c2c1)[C@H](CO)N(C(=O)NC1CCCCC1)CC31CCN(C)CC1	18	0.0
CCCNC(=O)N1CC2(C1)CN(Cc1ccc(F)cc1)[C@@H](CO)c1[nH]c3cc(OC)ccc3c12	-5	0.0
COCC#Cc1ccc([C@H]2[C@@H](CO)N3CCCCN(C(=O)NC4CCCC4)C[C@@H]23)cc1	-12	0.0
CC(C)[C@@H]1COCn2nncc2CC[C@H](C)C(=O)N1	-58	0.0
COc1ccc(NC(=O)N2CCC3(CC2)CN(C(=O)C2CCC2)[C@H](CO)c2c3c3ccc(OC)cc3n2C)cc1	-20	0.0
COC(=O)c1ccc(CN2CC(=O)N3[C@H](CO)[C@H](c4ccc(-c5cccnc5)cc4)[C@@H]3C2)cc1	18	0.0
COc1cccc(S(=O)(=O)N2C[C@H](O)COC[C@@H]3O[C@@H](CC(=O)N4CCN(c5ccccc5)CC4)CC[C@H]32)c1	-3	0.0
C[C@@H]1CN([C@@H](C)CO)C(=O)Cc2cc(NS(=O)(=O)c3ccc(F)cc3)ccc2O[C@H]1CN(C)Cc1ccncc1	-21	0.0
CNC[C@@H]1Oc2c(N)cccc2C(=O)N([C@H](C)CO)C[C@H]1C	-13	0.0
Fc1ccccc1-c1ccc(C2[C@H]3CNC[C@@H]2N3CC2CC2)cc1 (stereo partly drawn)	-2	0.0
C[C@H](CO)N1C[C@H](C)[C@H](CN(C)C(=O)Nc2cccc3ccccc23)Oc2ccc(NS(=O)(=O)c3cn(C)cn3)cc2C1=O	5	0.0
COCCNC(=O)C[C@@H]1CC[C@@H]2[C@H](COC[C@@H](O)CN2C(=O)c2cc(Cl)cc(Cl)c2)O1	8	0.0
C[C@@H]1CN([C@H](C)CO)C(=O)c2ccccc2-c2ccccc2CO[C@@H]1CN(C)S(=O)(=O)c1cccs1	22	0.0
O=C(NC1CCCC1)N[C@H]1C=C[C@@H](CC(=O)N2CCOCC2)O[C@@H]1CO	13	0.0
Cc1ccc(S(=O)(=O)N(C)C[C@@H]2Oc3cc(C#CC4CCCC4)ccc3S(=O)(=O)N([C@@H](C)CO)C[C@H]2C)cc1	-43	0.3
Cc1noc(C)c1NC(=O)N1C[C@@H](O)COC[C@H]2O[C@H](CC(=O)N[C@@H]3CCN(Cc4ccccc4)C3)CC[C@@H]21	-11	0.0
C[C@H]1CN([C@@H](C)CO)C(=O)CCCn2nncc2CO[C@H]1CN(C)Cc1cccc2c1OCCCO2	-3	0.0
COc1ccc(CN(C)C[C@H]2Oc3ccc(NC(=O)Nc4ccc5c(c4)OCO5)cc3CC(=O)N([C@H](C)CO)C[C@H]2C)cc1	35	0.0
CN1C(=O)c2cc(NC(=O)NCc3ccccc3)ccc2OC[C@@H]2O[C@H](CC(=O)NCC3CCCCC3)CC[C@H]21	-7	0.0
O=C(c1ccncc1)N1C[C@@H]2[C@H](c3ccccc31)[C@@H](CO)N2C(=O)CN1CCOCC1	16	0.0
C/C=C/c1ccc(C2[C@@H]3CN(Cc4cccc(OC)c4)C[C@H]2N3)cc1 (stereo partly drawn)	-26	0.0
CN(C)C(=O)c1ccc(-c2ccc([C@H]3[C@@H](C#N)N[C@@H]3CO)cc2)cc1	-32	0.0
C[C@@H]1CN([C@H](C)CO)C(=O)c2c(c3ccccc3n2C)-c2ccccc2CO[C@@H]1CN(C)C(=O)NC1CCCCC1	?	0.0
C[C@H](CO)N1C[C@H](C)[C@@H](CN(C)Cc2ccc(-c3ccccc3)cc2)Oc2ccc(N(C)C)cc2CC1=O	-3	0.0
O=C(C[C@H]1CC[C@H](NC(=O)c2ccc3c(c2)OCO3)[C@@H](CO)O1)NCc1ccc(Oc2ccccc2)cc1	31	0.0
CNC[C@@H]1OCCCC[C@H](C)Oc2ccc(NC(=O)Nc3ccc(OC)cc3)cc2C(=O)N([C@@H](C)CO)C[C@@H]1C	-12	0.0
COCCNC(=O)[C@H]1[C@H](CO)[C@H]2Cn3c(cccc3=O)[C@@H]1N2S(=O)(=O)c1ccccc1C	-18	0.0
CN1C(=O)c2cc(NC(=O)Nc3ccccc3F)ccc2OC[C@@H]2O[C@@H](CC(=O)NCCc3ccncc3)CC[C@@H]21	-21	0.0
CCCC(=O)Nc1ccc2c(c1)C(=O)N(C)C[C@@H](OC)[C@H](C)CN(Cc1cc(-c3ccccc3)on1)[C@H](C)CO2	6	0.0
O=C(Cc1ccccn1)N1[C@@H]2CNc3ccccc3[C@@H]2[C@@H]1CO	4	0.0
COc1ccccc1S(=O)(=O)N(C)C[C@H]1OCc2cn(nn2)CCCC(=O)N([C@@H](C)CO)C[C@H]1C	5	0.0
COc1ccc2c3c(n(C)c2c1)[C@@H](CO)N(C(=O)Nc1ccc(F)cc1)CC31CCN(C(=O)Nc2c(C)noc2C)CC1	28	0.0
C[C@H](CO)N1C[C@H](C)[C@@H](CN(C)C(=O)NC2CCCCC2)Oc2c(NC(=O)c3cnccn3)cccc2C1=O	-12	0.0
C[C@@H]1CN([C@H](C)CO)C(=O)c2cc(NS(=O)(=O)c3cccs3)ccc2O[C@@H](C)CCCCO[C@H]1CN(C)Cc1ccc(Cl)c(Cl)c1	8	0.0

Going on with the list.
SMILES	YAP1 CTGF inhibition	Pax4 mRNA alpha TC1
O=C(NCc1cccc(F)c1)[C@H]1[C@H](CO)[C@H]2Cn3c(ccc(-c4ccncc4)c3=O)[C@@H]1N2CC1CC1	-30	0.0
CO[C@@H]1CC[C@H]2CCOc3ccc(C#N)cc3C(=O)N(C)C[C@H](c3ccccc3)CC(=O)N(C)C[C@@H]1O2	-38	0.0
COc1cccc(NC(=O)Nc2ccc3c(c2)C(=O)N(C)C[C@H](OC)[C@H](C)CN(CC2CC2)[C@@H](C)CO3)c1	-3	0.0
O=C(CC1CC1)N1CC[C@@H]2[C@@H](CO)Nc3ccc(-c4ccc(F)cc4)cc3[C@@H]21	-3	0.0
C[C@H](CO)N1C[C@H](C)[C@H](CN(C)S(=O)(=O)c2ccc(-n3cccn3)cc2)OCc2cn(nn2)CCCC1=O	13	0.0
CCCNC(=O)N1C[C@H](O)COC[C@@H]2O[C@@H](CC(=O)OC)CC[C@H]21	-45	0.0
CCS(=O)(=O)Nc1ccc2c(c1)C(=O)N(C)[C@H]1CC[C@@H](CC(=O)NC3CCCCC3)O[C@H]1CO2	-4	0.0
C[C@H](CO)N1C[C@H](C)[C@@H](CN(C)C)Oc2ccc(NS(C)(=O)=O)cc2C1=O	4	0.0
